# Source: PubChem BioAssay (National Center for Advancing Translational Sciences (NCATS))
# Mito fusion act: mitochondrial division inhibition or fusion activation | AID 485298 | S. cerevisiae fusion-defective mutant growth rescue, CellTiterGlo 48 h | 320,000 tested, 0.23% active | Potency, µM (doses to about 46.1 µM), for the others: at the top dose growth rescue (activation), usual class: activators;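 also: potency is read from the fitted curve at half-maximal effect; % of control where 0% means no effect; nearly all actives have a fitted effect of over 45% in size; temperature-sensitive fusion mutants such as fzo1-1 at 37 °C on non-fermentable ethanol glycerol medium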
#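 Read-out: ATP-based luminescence (CellTiterGlo, 10 min ambient) reporting growth of fusion-defective ts yeast after 48 hours at 37C on glycerol/ethanol YPEG medium in the presence of compound.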
# ELG1 repair inh: blocks ELG1-dependent DNA repair in HEK293T cells; HEK293T ELG1-luciferase reporter, luminescence, 16 h; DNA damage induced by 5-fluorouridine; Potency, µM (doses to about 46.1 µM), for inactives: at the top dose activity change, negative = inhibition, usual class: inhibitors; 330,000 tested, 2.3% active; also: potency is read from the fitted curve at half-maximal effect; % is scaled to controls: 0 for no effect and ±100 for the full control effect; nearly all actives have a fitted effect of over 55% in size
#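 HEK293T cells expressing luciferase-tagged ELG1 (2,000/well) received 5-Fluorouridine plus compound or DMSO for 16 hr at 37 °C. Luciferase was read by ONE-Glo luminescence after 30 min at room temperature.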
# RORgamma inh: inhibitors of mouse ROR gamma transcriptional activity; Potency, µM (top dose mostly 53.6 µM), for inactives: at the highest dose activity change, negative = inhibition, hits mostly inhibitors; 310,000 tested, 5.4% active; Drosophila S2 Gal4-RORgamma UAS-luciferase reporter, 20 h; P51450; also: potency is read from the fitted curve at half-maximal effect; % is scaled to controls: 0 for no effect and ±100 for the full control effect; nearly all actives have a fitted effect of over 60% in size
#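 Stably transfected Drosophila Schneider cells are the test system, with ROR gamma fused to Gal4 and luciferase under UAS control; luminescence is read after 20 hr of 700 uM copper sulfate induction at ambient temperature.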
# FLuc modulator: firefly luciferase modulation, counter-screen for miR-21 project; P08659; purified FLuc, Km substrates, luminescence inhibition; Potency, µM (doses to about 57.5 µM), inactives show at the top dose activity change, negative = inhibition, hits mostly inhibitors; 360,000 tested, 6.9% active;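 also: potency is read from the fitted curve at half-maximal effect; plate controls were vehicle for no effect and reference inhibitor for full effect; nearly all actives have a fitted effect of over 55% in size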
#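 Biochemical qHTS of compounds, final roughly 60 µM downward over six points, against 10 nM purified firefly luciferase using Km concentrations of substrates (10 uM D-luciferin, 10 uM ATP) in Tris acetate pH 7.5 buffer; luminescence output.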
# Gal4-VP16 FLuc: Gal4-VP16 reporter inhibition counter-screen; Drosophila S2 Gal4-VP16 UAS-luciferase, luminescence, 20 h; Potency, µM (top dose mostly 53.6 µM), for the others: at the highest dose activity, negative = inhibition, actives largely listed as inhibitors; 310,000 tested, 3.5% active; AID 2546;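 also: Gal4-VP16 expression switched on by copper sulfate through the metallothionein promoter; potency is read from the fitted curve at half-maximal effect; % is scaled to controls: 0 for no effect and ±100 for the full control effect; nearly all actives have a fitted effect of over 50% in size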
# KCNH2 3.1 inh: blocks the human KCNH2 3.1 channel isoform. 340,000 tested, 0.95% active. AID 720553. activity change, % (tested at about 1.8 µM). U2OS KCNH2 3.1, thallium flux FluxOr; active compounds read low;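 active = maximum activity change below -70%; inconclusive = maximum activity change from -70% to -50%; inactive = maximum activity change above -50%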;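 also: thallium influx rate constant from kinetic fluorescence after stimulation buffer; % is scaled to controls: 0 for no effect and ±100 for the full control effect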
#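 Normalized rate constant (relative to positive and negative DMSO controls) derived from a 2 min kinetic fluorescence read after stimulation; U2OS cells expressing the 3.1 isoform via virus at 1.77 x 10^8 /mL.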
# Menin MLL FP TR: menin-MLL binding inhibition, Texas Red mutant peptide | AID 1768 | Potency, µM (highest dose often 61.6 µM), without a hit: top-dose FP activity change, negative = inhibition, actives largely listed as inhibitors | Menin + Texas Red MLL mutant peptide, fluorescence polarization | O00255 | 270,000 tested, 0.23% active; active = well fitted inhibition curve with a large enough effect in the polarisation, with a control signal flat, not every such curve was filed as active; inconclusive = small, poorly fitted or top-dose-only effect, or effect the other way, or a change in a side signal; inactive = no such curve, though single readings can be large or run the other way; the % refers to the polarisation; also: potency is read from the fitted curve at half-maximal effect; % of control where 0% means no effect; many of its hits are not listed in these tables
# Target sequence (O00255 whole entry, looked up): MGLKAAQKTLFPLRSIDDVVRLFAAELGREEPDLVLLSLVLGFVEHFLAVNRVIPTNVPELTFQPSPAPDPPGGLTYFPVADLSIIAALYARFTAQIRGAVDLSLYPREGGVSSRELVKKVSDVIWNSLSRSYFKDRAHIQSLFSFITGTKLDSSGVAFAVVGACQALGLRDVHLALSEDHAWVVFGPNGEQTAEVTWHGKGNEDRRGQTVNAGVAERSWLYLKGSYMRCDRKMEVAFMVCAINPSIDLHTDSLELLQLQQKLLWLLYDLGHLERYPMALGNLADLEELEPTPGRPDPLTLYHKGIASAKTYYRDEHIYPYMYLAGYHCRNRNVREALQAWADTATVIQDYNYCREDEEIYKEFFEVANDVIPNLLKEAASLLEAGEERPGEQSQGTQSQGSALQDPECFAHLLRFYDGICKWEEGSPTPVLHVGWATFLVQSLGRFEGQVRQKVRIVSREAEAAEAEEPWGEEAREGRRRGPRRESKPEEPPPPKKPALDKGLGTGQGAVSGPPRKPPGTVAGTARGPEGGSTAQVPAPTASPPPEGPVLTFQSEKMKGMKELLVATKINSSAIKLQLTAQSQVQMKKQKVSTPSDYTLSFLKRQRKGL
# * hit, by the source's call; ? = inconclusive; / = not tested or not shown; & = joins results of further samples; [ ] = dose if it differs, or a comment. Unless noted, calls follow the shape of the dose curve; as a rule, active = well fitted curve in the direction sought with a large enough effect; inconclusive = small, poorly fitted or top-dose-only effect, or another doubt; inactive = no such curve, though single readings can be large; an effect the other way counts as inactive or inconclusive.
# Each structure is followed by: Mito fusion act, ELG1 repair inh, RORgamma inh, FLuc modulator, Gal4-VP16 FLuc, KCNH2 3.1 inh, Menin MLL FP TR
> Cn1c(=O)[nH]c2nncnc2c1=O
 : /, /, /, /, /, -12, /
> COC(=O)C1=C(c2ccc(S(C)(=O)=O)cc2)C[C@@H]2CC[C@H]1N2C(=O)N1CCCC1
 : /, /, /, /, /, -16, /
> FC(F)(F)c1cccc(NC2=NCCS2)c1
 : /, /, /, /, /, -2, /
> O=C(CCN1CC=C(c2ccccc2)CC1)NCc1ccccc1
 : /, /, /, /, /, -7, /
> C=C1[C@H]2C[C@H]3[C@H]4N5C[C@]6(C)CCC[C@]47[C@H]([C@H]2O)[C@]3(C[C@]5(O)[C@H]67)[C@@H]1O
 : /, /, /, /, /, 4, /
> CN(C)CCSCc1nnc2n1-c1ccc(Cl)cc1C(c1ccccc1Cl)=NC2
 : /, /, /, /, /, -76*, /
> CC1([N+](=O)[O-])COP(=O)(Nc2cccc(Br)c2)OC1 (stereo not given)
 : /, /, /, /, /, 16, /
> CC1(C)NC(=O)[C@H]2CCCN21
 : /, /, /, /, /, 8, /
> O=c1c2ccccc2[nH]c(=S)n1-c1cccc(Cl)c1
 : /, /, /, /, /, -4, /
> CCCC(=O)NC1=C(N2CC2)C(=O)C(NC(=O)CCC)=C(N2CC2)C1=O
 : /, /, /, /, /, 1, /
> CC1=CC2OC3CC4OC(=O)C=CC=CC(=O)OCCC(C)C(O)C(=O)OCC2(CC1)C4(C)C31CO1 (stereo not given)
 : /, /, /, /, /, -29, /
> Cc1ccc(OP(=O)(O)Oc2ccc(C)cc2)cc1
 : /, /, /, /, /, -2, /
> CS(=O)(=O)c1ccc(C2=C(CNC(=O)c3ccncc3)[C@H]3CC[C@@H](C2)N3CCOc2ccccc2)cc1
 : /, /, /, /, /, ?, /
> COC(COC(N)=O)C1=C(N2CC2)C(=O)C(C)=C(N2CC2)C1=O (stereo not given)
 : /, /, /, /, /, -2, /
> COC(=O)C1=C(c2cccc(OC)c2OC)C[C@@H]2CC[C@H]1N2C(=O)N1CCCC1
 : /, /, /, /, /, -1, /
> CC1CCCCC12C(=O)NC(=O)NC2=O (stereo not given)
 : /, /, /, /, /, 7, /
> CCOC(=O)c1cccc(C2=C(CNC(=O)c3nccs3)[C@H]3CC[C@@H](C2)N3Cc2ccccc2)c1
 : /, /, /, /, /, -84*, /
> O=c1c2ccccc2[nH]c(=S)n1-c1cccc(C(F)(F)F)c1
 : /, /, /, /, /, -14, /
> COc1cc(C(=O)O)cc(OC)c1OC
 : /, /, /, /, /, -4, /
> COC(=O)C1=C(c2ccccc2)C[C@@H]2CC[C@H]1N2C(=O)NCCNC(C)=O
 : /, /, /, /, /, 10, /
> COC(=O)C1=C(c2cc3ccccc3s2)C[C@@H]2CC[C@H]1N2C(=O)NCc1ccc(C(F)(F)F)cc1
 : /, /, /, /, /, -9, /
> Cc1ncoc1C(=O)NCC1=C(c2ccc3ccccc3c2)C[C@@H]2CC[C@H]1N2Cc1ccco1
 : /, /, /, /, /, -24, /
> Cc1cc(N(CCCl)CCCl)ccc1C=NNC(=O)Cc1cc(=O)oc2cc(O)ccc12
 : /, /, /, /, /, -32, /
> COC(=O)C1=C(c2ccc(S(C)(=O)=O)cc2)C[C@@H]2CC[C@H]1N2C(=O)NCc1cccc2ccccc12
 : /, /, /, /, /, -1, /
> CS(=O)(=O)c1ccc(C2=C(CNC(=O)c3ccc([N+](=O)[O-])cc3)[C@H]3CC[C@@H](C2)N3CCOc2ccccc2)cc1
 : /, /, /, /, /, -110*, /
> CC(CCN1CC1)=NNC(=O)Nc1cccc2ccccc12
 : /, /, /, /, /, 4, /
> CC(C)CCC1(CCO)C(=O)NC(=S)NC1=O
 : /, /, /, /, /, -4, /
> CC(C)(C)C(=O)N1Cc2cnnn2-c2ccccc2C1C#N (stereo not given)
 : /, /, /, /, /, -48, /
> COc1ccc(OC(=O)N(C)C[C@@H]2OCc3cnnn3CCCC(=O)N([C@H](C)CO)C[C@H]2C)cc1
 : /, /, /, /, /, 2, /
> CN(C)c1ccc(C=C2C(=O)NC(=S)NC2=O)cc1
 : /, /, /, /, /, 5, /
> CC1=CC(O)C(O)C2(C)C1CC1OC(=O)CC3C(C)C(O)C(=O)C2C13CO (stereo not given)
 : /, /, /, /, /, 2, /
> CC1(C)CN=C(NCc2ccccc2)S1
 : /, /, /, /, /, 2, /
> C=C1C(C)C2C(Cc3ccccc3)NC(=O)C23C(OC(C)=O)C=CC(C)(O)CC(C)CC=CC3C1O (stereo not given)
 : /, /, /, /, /, -7, /
> CC(C)C(NC(=O)C(C(C)C)N(C)C)C(=O)N(C)C(C(=O)N1CCCC1C(=O)N1CCCC1C(=O)NCc1ccccc1)C(C)C (stereo not given)
 : /, /, /, /, /, -8, /
> Cc1[nH]nc2ccc(-c3cncc(OC[C@@H](N)Cc4c[nH]c5ccccc45)c3)cc12
 : /, /, /, /, /, -4, /
> COc1ccc(CN2CCN(C(=O)Cc3ccccc3)CC2)cc1OC
 : /, /, /, /, /, -39, /
> COC(=O)C1=C(c2ccc(OCc3ccccc3)cc2)C[C@@H]2CC[C@H]1N2C(=O)NCc1ccc(F)cc1
 : /, /, /, /, /, -2, /
> CN=C1CN(O)C(c2ccccc2)c2cc(Cl)ccc2N1 (stereo not given)
 : /, /, /, /, /, 5, /
> O=[N+]([O-])c1[nH]cnc1Br
 : /, /, /, /, /, -1, /
> C=Cc1cc(OC)c2c(c1)c(=O)oc1c2cc(OC)c2c(O)ccc(C3OC(C)C(O)C(C)(O)C3O)c21 (stereo not given)
 : /, /, /, /, /, 7, /

# Following part:
molecule	Mito fusion act	ELG1 repair inh	RORgamma inh	FLuc modulator	Gal4-VP16 FLuc	KCNH2 3.1 inh	Menin MLL FP TR
CCN(CCCl)c1cc(CN(C)C)cc(NC(=O)c2ccc(C(=O)Nc3cc(CN(C)C)cc(N(CC)CCCl)c3)cc2)c1	/	/	/	/	/	-10	/
COc1ccc(CCN)cc1O	/	/	/	/	/	1	?
C=CCN1CCC2(C)c3cc(O)ccc3CC1C2C (stereo not given)	/	/	/	/	/	-7	4%
Cc1ccc(N)cc1C	/	/	5%	/	1%	-9	/
Cc1cc(-c2ccc(N)c(C)c2)ccc1N	/	/	4%	/	9%	21	/
COC1=CC(=O)OC(CCc2ccc3c(c2)OCO3)C1 (stereo not given)	/	/	-18%	/	4%	6	/
Cc1ccc(N)cc1Cl	/	/	14%	/	-4%	-4	/
O=[N+]([O-])c1c(Cl)c(Cl)c(Cl)c(Cl)c1Cl	/	/	21%	/	0%	9	/
C=CC1CN2CCC1CC2C(O)c1ccnc2ccccc12 (stereo not given)	/	/	1%&-15%	/	4%&-6%	22	-12%&-15%
Cc1ccc(-c2nc3ccc(C)cn3c2CC(=O)N(C)C)cc1	/	/	41%	/	2%	7	-5%
CCC(=O)Nc1ccc(Cl)c(Cl)c1	/	/	-1%	/	-6%	0	5%
NC1=NC(=O)N2CC12 (stereo not given)	/	/	-1%	/	-5%	13	-5%
COc1ccc(C(=O)O)cc1OC	/	/	20%	/	14%	2	-18%
COC(=O)CC(=O)c1ccc2c(c1)OCO2	/	/	?	/	1%	6	?
Cc1nnc2ccc(-c3cccc(C(F)(F)F)c3)nn12	/	/	16%	/	-3%	-12	-7%[24.8 µM]
COP(=S)(OC)Oc1ccc(SC)c(C)c1	/	/	-1%&17%	/	-11%&2%	7	-13%&1%
O=C(O)c1cc(Oc2ccc(C(F)(F)F)cc2Cl)ccc1[N+](=O)[O-]	/	/	8%	/	0%	-4	-3%
CNC(=O)CSP(=S)(OC)OC	/	/	18%	/	4%	-3	-2%
Oc1cc(Cl)ccc1Oc1ccc(Cl)cc1Cl	/	/	28%	/	-17%	-2	30%
NC(=O)c1ccc(N)nc1	/	/	16%	/	-4%	3	0%
COc1ccc(Cl)cc1NC(=O)c1sc2nc3c(cc2c1N)N1CCC3CC1	2%	/	/	1%	/	/	/
C=C1C(O)[C@@H]2O[C@]3(CC[C@H](/C=C/C(C)[C@@H]4CC(C)=CC5(O[C@H](C[C@@](C)(O)C(=O)O)CCC5O)O4)O3)CC[C@H]2O[C@@H]1C(O)CC(C)[C@H]1OC2(CCCCO2)CCC1C (stereo not given in full)	/	0.052µM*	/	/	/	24	/
COc1cc(C2c3cc4c(cc3CC3COC(=O)C32)OCO4)cc(OC)c1OC (stereo not given)	/	8%	/	/	/	-2	/
CC(C)(C)C(=O)O[C@H]1CC[C@@]2(C)C(=CC(=O)C3C2CC[C@]2(C)C(=O)CCC32)C1 (stereo not given in full)	/	?	/	/	/	12	/

# One compound at a time, as listed above:
# CC(C)(C)C(=O)O[C@H]1CC[C@@]2(C)C(=CC(=O)C3C2CC[C@]2(C)C(=O)CCC32)C1 (stereo not given in full) across the screens: Mito fusion act = /; ELG1 repair inh = ?; RORgamma inh = /; FLuc modulator = /; Gal4-VP16 FLuc = /; KCNH2 3.1 inh = 12; Menin MLL FP TR = /
# COc1ccc(Cl)cc1NC(=O)c1sc2nc3c(cc2c1N)N1CCC3CC1 across the screens: Mito fusion act = 2%; ELG1 repair inh = /; RORgamma inh = /; FLuc modulator = 1%; Gal4-VP16 FLuc = /; KCNH2 3.1 inh = /; Menin MLL FP TR = /

# Structures listed so far containing two or more sulfur atoms:
molecule	Mito fusion act	ELG1 repair inh	RORgamma inh	FLuc modulator	Gal4-VP16 FLuc	KCNH2 3.1 inh	Menin MLL FP TR
COP(=S)(OC)Oc1ccc(SC)c(C)c1	/	/	-1%&17%	/	-11%&2%	7	-13%&1%
CNC(=O)CSP(=S)(OC)OC	/	/	18%	/	4%	-3	-2%

# Only part of the results is shown, so the mix of outcomes need not match the whole.
